DT40 TDP1 CPT: qHTS for Inhibitors of human tyrosyl-DNA phosphodiesterase 1 (TDP1): qHTS in cells in presence of CPT | chicken DT40 Tdp1-/-;hTDP1 cells + 20 nM CPT, ATP luminescence, 48 h | AID 686979, 2013 | Potency, µM (series often up to 46.2 µM), for inactives: at the top dose activity change, negative = growth inhibition, usual class: inhibitors | hit rate 12% among 420,000; note: nearly all actives have a fitted effect of over 55% in size
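Cell growth measured by CellTiter-Glo luminescence after a minimum 48 h, 37 C compound exposure with 20 nM CPT in Tdp1-knockout DT40 cells stably expressing hTDP1, seeded 400/well; qHTS titration format.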
TDP1 cell noCPT: qHTS for Inhibitors of human tyrosyl-DNA phosphodiesterase 1 (TDP1): qHTS in cells in absence of CPT | DT40 Tdp1-/- hTDP1 cells, no CPT, ATP luminescence, 48 h | Potency, µM (titrated, usually from 46.2 µM), without a hit: at the highest dose activity change, negative = growth inhibition, hits mostly inhibitors | hit rate 15% among 420,000; note: nearly all actives have a fitted effect of over 55% in size
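Compound effects on proliferation are scored in DT40 Tdp1-/-;hTDP1 cells in the absence of CPT. ATP levels (CellTiter-Glo luminescence) are recorded after a ≥48 hr, 37 °C incubation.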
TDP1 block: qHTS Assay for Inhibitors of Tyrosyl-DNA Phosphodiesterase (TDP1); recombinant TDP1, AlphaScreen DNA substrate cleavage; Potency, µM (doses to about 130 µM), for the others: top-dose activity change, negative = inhibition, actives largely listed as inhibitors; hit rate 0.28% among 350,000; Tyrosyl-DNA phosphodiesterase 1 (Homo sapiens), Q9NUW8; AID 485290, 2010; note: nearly all actives have a fitted effect of over 40% in size
Target sequence (Q9NUW8 whole entry, looked up): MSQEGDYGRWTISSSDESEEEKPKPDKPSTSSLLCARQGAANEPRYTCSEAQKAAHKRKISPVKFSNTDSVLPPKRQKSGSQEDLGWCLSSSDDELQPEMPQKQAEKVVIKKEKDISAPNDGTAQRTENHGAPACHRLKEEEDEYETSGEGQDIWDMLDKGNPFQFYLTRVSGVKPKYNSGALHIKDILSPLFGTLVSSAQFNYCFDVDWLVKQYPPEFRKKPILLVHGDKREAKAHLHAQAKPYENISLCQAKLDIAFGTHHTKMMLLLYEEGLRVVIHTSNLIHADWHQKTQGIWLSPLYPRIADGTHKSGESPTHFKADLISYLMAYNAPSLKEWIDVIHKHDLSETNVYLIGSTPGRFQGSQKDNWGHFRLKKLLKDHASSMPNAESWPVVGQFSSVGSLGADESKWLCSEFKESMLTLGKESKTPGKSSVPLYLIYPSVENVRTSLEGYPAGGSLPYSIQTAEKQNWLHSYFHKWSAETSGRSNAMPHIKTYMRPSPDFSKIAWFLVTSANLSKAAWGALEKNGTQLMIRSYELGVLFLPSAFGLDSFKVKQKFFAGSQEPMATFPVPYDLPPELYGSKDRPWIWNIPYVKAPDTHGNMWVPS
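E. coli-derived human Tdp1, 1 nM final. Cpd preinc 15 min RT; substrate 15 nM final, 5 min RT; AS bead mix 10 ug/ml final, 10 min RT. Signal loss = tyrosine-FITC cleavage. No-enzyme wells = max signal.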
Starred values were filed as active, the others as inactive; ? = inconclusive; . = no result given; & = joins results of further samples; [ ] = dose if it differs, or a comment. Calls come from the whole dose curve; as a rule, active = well fitted curve in the direction sought with a large enough effect; inconclusive = small, poorly fitted or top-dose-only effect, or another doubt; inactive = no such curve, though single readings can be large; an effect the other way counts as inactive or inconclusive. % is set by controls: 0 for no effect and ±100 for the full control effect; potency is the fitted concentration of half-maximal effect.

SMILES	DT40 TDP1 CPT	TDP1 cell noCPT	TDP1 block
COCCn1c(=S)[nH]c2cc(C(=O)NCC3CCCO3)ccc2c1=O (stereo not given)	-23%	-5%	5%
CCC(C)C(NC(=O)c1ccccc1NC(=O)c1ccco1)C(=O)NC1CCCCC1 (stereo not given)	-112%	?	0%
O=C(NC1CC1)c1cccc(S(=O)(=O)N2CCOCC2)c1	-5%	?	0%
NS(=O)(=O)c1ccc(CNC(=O)CCC2CCCCC2)cc1	-18%	-3%	2%
COCCC(=O)N1CCC(n2nccc2NC(=O)CCc2ccccc2)CC1	-1%	-26%	1%
COc1ccc(C2NC(=O)CCC2[N+](=O)[O-])cc1 (stereo not given)	19%	1%	.
CC1CCc2c(c3ccccc3n2C(=O)CCl)C1 (stereo not given)	?	?	.
C=CCn1c(Cc2ccc(OC)cc2)nnc1SCc1nc2ccccc2c(=O)[nH]1	4%	-12%	4%
CCOCCCNC(=O)C(c1ccc(Cl)cc1)N(Cc1cccs1)C(=O)c1ccc(NC(C)=O)cc1 (stereo not given)	15µM*	16µM*	6%
CC(=O)Nc1sc2c(c1C(N)=O)CCC2	-2%	-27%	3%[56.1 µM]
O=C(Nc1cccc(Oc2c(F)c(F)c(F)c(F)c2F)c1)N1C[C@@H]2C[C@@H](C1)c1cccc(=O)n1C2	-7%	?	2%&4%
O=C(c1cc(F)ccc1F)C1CCCN(Cc2cccn2-c2ccccn2)C1 (stereo not given)	?	?	.
COc1cc(OC)c(/C=N/NC(=O)COc2cccc3cccnc23)c(OC)c1	-22%	-30%	7%
CCCCN(C)C(=S)Nc1ccc2nc3n(c(=O)c2c1)CCCCC3	-17%	-8%	4%
CCOc1cc(-c2cc(C(=O)O)c3c(-c4ccccc4)[nH]nc3n2)ccc1O	28%	4%	-4%
COc1ccc(OC)c(S(=O)(=O)n2nc(-c3ccccc3)cc2N)c1	-30%	-25%	4%
CCOc1ccc(OCCSc2nc3ccccc3[nH]2)cc1	16µM*	21µM*	4%
COc1ccc(SC[C@H](Cc2ccccc2)N2CCN(C)CCC2=O)cc1	?	?	4%
CN1CCN(c2nc(-c3ccc(N(C)C)cc3)nc3ccccc23)CC1	?	?	-8%[56.1 µM]
O=[N+]([O-])c1ccc(N2CCN(c3nc(-c4ccc(Cl)cc4)cs3)CC2)cc1	?	12µM*	7%
CC1C(=O)Nc2ccccc2N1C(=O)c1ccc(F)cc1 (stereo not given)	-6%	-8%	.
CCOC(=O)c1ccccc1NC(=O)c1ccc2c(=O)n3c(nc2c1)CCCCC3	?	?	3%
COc1ccc(NC(=O)c2cccc(S(=O)(=O)NCc3ccccc3)c2)cc1S(N)(=O)=O	8%	6%	0%
Cc1cc2nc3c(=O)n(CCc4ccccc4)c(=O)[nH]c3nc2cc1N	-22%	21µM*	0%
COc1cc2c(cc1OC)CN(C(=O)CN(C)S(=O)(=O)c1ccc(NC(C)=O)cc1)CC2	-9%	-19%	.

Full records from above. Order of screens: DT40 TDP1 CPT | TDP1 cell noCPT | TDP1 block
COc1ccc(NC(=O)c2cccc(S(=O)(=O)NCc3ccccc3)c2)cc1S(N)(=O)=O is listed with 8% | 6% | 0%
CCOc1cc(-c2cc(C(=O)O)c3c(-c4ccccc4)[nH]nc3n2)ccc1O is listed with 28% | 4% | -4%
O=[N+]([O-])c1ccc(N2CCN(c3nc(-c4ccc(Cl)cc4)cs3)CC2)cc1 is listed with ? | 12µM* | 7%
COc1cc(OC)c(/C=N/NC(=O)COc2cccc3cccnc23)c(OC)c1 is listed with -22% | -30% | 7%
O=C(NC1CC1)c1cccc(S(=O)(=O)N2CCOCC2)c1 is listed with -5% | ? | 0%

Following part
SMILES	DT40 TDP1 CPT	TDP1 cell noCPT	TDP1 block
CCOC(=O)C(C)Oc1cccc2c(=O)n(CC(=O)Nc3ccc(OC)cc3)ccc12 (stereo not given)	-14%	-22%	.
O=C(O)CCCCCNC(=O)CCn1nnc2ccccc2c1=O	-4%	-1%	-2%
Cc1cccc(C)c1NC(=O)Cn1c(=O)cc(C)c2c(C)nn(-c3cccc(Cl)c3C)c21	-26%	-29%	2%
COc1ccc(CCNC(=O)C2CCC(=O)N(C3CC3)C2)c(OC)c1 (stereo not given)	0%	1%	3%[56.1 µM]
COCCCNC(=O)c1cccc(S(=O)(=O)N2CC3(C)CC2CC(C)(C)C3)c1 (stereo not given)	?	?	4%
O=C(C1=C[C@@H](C2CCCCC2)C[C@@H](OCCCCO)O1)N1CCN(Cc2ccccc2)CC1	?	?	3%
COc1ccccc1NC(=O)NC1CCS(=O)(=O)C1 (stereo not given)	20%	-4%	4%
CCCCC(CCC(=O)Nc1cccc([N+](=O)[O-])c1)C(=O)O (stereo not given)	-1%	9%	.
COCC(=O)c1[nH]c2ccccc2c1C	26µM*	?	4%
COC(=O)c1ccc(Cl)c(NC(=O)CN(c2ccccc2)S(=O)(=O)c2ccc(OC)cc2)c1	?	16µM*	5%
CCOc1ccc(C(=O)NCC(=O)OCC(=O)Nc2ccccc2OC)cc1	-29%	-2%	0%
CCOC(=O)c1c(COc2ccccc2)oc2ccc(O)cc12	0%	-15%	3%
CCOC(=O)c1cc2c(ccn2C)n1Cc1ccc(Cl)cc1	-11%	-11%	11%
O=C1ON=C(c2ccc([N+](=O)[O-])cc2)/C1=C/c1ccccc1O	?	?	.
CCc1cccc(OCC(=O)N(C)CC(=O)Nc2cccc(F)c2)c1	7%	4%	3%[0.505 µM]
COc1ccc(Cc2nc(C(=O)Nc3ccc(F)cc3)cs2)cc1	-19%	?	-2%
CC(=O)CC(C)(C)S(=O)(=O)c1ccc(NC(C)=O)cc1	0%	-4%	6%
O=C(NC(=O)c1ccccc1N1CCCCC1)Nc1ccc(Br)cc1	5%	-2%	4%
COc1ccc(NC(=O)NCCN2CCN(c3ccc(C)cc3)CC2)c(Cl)c1	-19%	?	.
N#C/C(=C(/O)COc1ccc(Br)cc1)c1nnc2n1CCCCC2	-5%	9%	4%
CCOC(=O)[C@]12CCCC=C1N(Cc1ccc(Cl)cc1Cl)C(=O)[C@H](CC(=O)N1CCCCC1)C2	21µM*	23µM*	.
O=C(O)c1ccc(N2CCN(c3ccc(Cl)cc3)CC2)c([N+](=O)[O-])c1	11%	-4%	.
COc1ccc(CNC(=O)C(=O)Nc2ccccc2OC)cc1	10%	0%	1%[12.3 µM]
COc1ccc(C2C3CCCCC3(O)CCN2C(=O)c2cccs2)cc1 (stereo not given)	0%	-28%	4%
COc1ccccc1CNS(=O)(=O)CCNC1CCCCC1	-13%	-6%	.

Sorted by count of non-hydrogen atoms (lowest first): four of the compounds above.
SMILES	DT40 TDP1 CPT	TDP1 cell noCPT	TDP1 block
COCC(=O)c1[nH]c2ccccc2c1C	26µM*	?	4%
CCOC(=O)c1cc2c(ccn2C)n1Cc1ccc(Cl)cc1	-11%	-11%	11%
O=C(O)c1ccc(N2CCN(c3ccc(Cl)cc3)CC2)c([N+](=O)[O-])c1	11%	-4%	.
COc1ccc(C2C3CCCCC3(O)CCN2C(=O)c2cccs2)cc1 (stereo not given)	0%	-28%	4%

New compounds follow.
SMILES	DT40 TDP1 CPT	TDP1 cell noCPT	TDP1 block
Cc1ccc2[nH]c3c(c2c1)CNCC3	27%	-4%	.
Cc1cc(OCC(=O)Nc2ccncc2)cc(C)c1Br	?	?	7%
COc1ccc(-c2cc(C)no2)cc1S(=O)(=O)Nc1cccc(C)c1	-9%	-26%	3%
Cc1nonc1OCCNCCNc1ccc([N+](=O)[O-])cc1Cl	-20%	-14%	2%
CC(C)(C)OC(=O)C[C@@H]1C/C=C\C[C@H](CC(=O)N(CCO)Cc2ccccc2)C(=O)NC[C@@H](c2ccccc2)OC1=O	?	23µM*	2%
COc1ccc(NC(=O)CSc2nc(-c3ccc(OC)cc3)[nH]c2-c2ccc(F)cc2)cc1	-7%	-2%	5%
CCOC(=O)C1(C(=O)OCC)C(C)CC(=O)N1c1ccccc1OC (stereo not given)	-11%	8%	.
CCOC(=O)c1sc(=S)n(C)c1NC(=O)c1ccc(OC)cc1	2.3µM*	21µM*	0%
O=C(CSc1n[nH]c(-c2ccncc2)n1)c1cccc([N+](=O)[O-])c1	-7%	-25%	2%
O=C(NCCc1ccc(Cl)cc1)C1CCCN1C(=O)NCc1ccccc1 (stereo not given)	-19%	-2%	4%
Cc1cnc(NC(=O)CSc2ccc(Cl)cc2)s1	?	-7%	-1%
COc1ccc(C(CNC(=O)C2CC(=O)N(Cc3ccccc3)C2)N2CCOCC2)cc1 (stereo not given)	10%	-1%	0%
C#CCNc1ccc(C(=O)OCC)cc1	2%	-31%	.
COc1ccc(S(=O)(=O)N/N=C(/C)c2ccc(C)o2)cc1	36%[activator]	-15%	.
Cc1ccccc1Nc1nc(N)nc(CN(C)Cc2ccccc2Cl)n1	-26%	?	9%
CC1C/C(=C/c2cccs2)C(=O)/C(=C/c2cccs2)C1 (stereo not given)	-27%	?	5%
CCCCN(C(=O)CC1CCCCC1)c1c(N)n(CCCC)c(=O)[nH]c1=O	-21%	?	.
CCOC(=O)c1[nH]cnc1C(=O)Nc1ccccc1	5%	-1%	2%
CCC(C)[C@H](NC(=O)NCCC1=CCCCC1)C(=O)O (stereo not given in full)	?	5%	-1%
Cc1ccc(-c2nnc(Nc3cccc(Cl)c3)c3ccccc23)cc1S(=O)(=O)NCC1CCCO1 (stereo not given)	23µM*	4.1µM*	.
Cc1ccc(C)c(NC(=O)CSc2nnc(-c3cc(C)[nH]n3)n2N)c1	0%	21%	1%
CCNC(=O)NC(=O)C(C)OC(=O)c1ccc(SC)cc1OC (stereo not given)	-5%	-5%	1%
CC(=O)N1CCN(c2ccccc2NC(=O)COc2ccc(Br)cc2)CC1	?	?	3%
CC(=O)c1cnc(N(C)C)s1	-12%	-7%	5%[56.1 µM]
Cc1cc(N)n2nc(C)c(-c3ccc(Cl)cc3)c2n1	?	?	3%
Later entries:
SMILES	DT40 TDP1 CPT	TDP1 cell noCPT	TDP1 block
Cn1c(=O)c2c(-c3ccccc3)n(-c3ccccc3Br)cc2n(C)c1=O	4.6µM*	5.2µM*	.
O=C(NCCNCc1ccccn1)c1ccco1	6%	4%	0%
Cc1nn(CC(=O)N2CCCCCC2)c(=O)c2cc3occc3n12	-4%	2%	0%
CC(C)(C)NC(=O)CSc1nncn1-c1ccccc1	4%	-9%	6%
O=C(Nc1cccc(S(=O)(=O)Nc2ccc(Cl)cc2)c1)c1ccc[n+]([O-])c1	-4%	-14%	.
Cc1c(C(=O)N(C)Cc2ccc(OC(F)F)cc2)oc2ccccc12	-26%	-22%	.
Cc1c(C(=O)N2CCOCC2)c(S(=O)(=O)N2CCN(c3ccc(Cl)cc3)CC2)c(C)n1C	-11%	22%	4%
CC(=O)c1ccc(NC(=S)N2CCN(CCO)CC2)cc1	2%	-3%	5%
CC(=O)Cc1ccccc1OC(=O)c1ccco1	-1%	-5%	3%
CCCCN(C(=O)c1cccc(S(=O)(=O)N2CC(C)OC(C)C2)c1)c1c(N)n(CC(C)C)c(=O)[nH]c1=O (stereo not given)	-4%	-3%	-4%
COc1ccc(C(CNC(=O)CNC(=O)c2cccc(F)c2)N2CCOCC2)cc1 (stereo not given)	6%	-7%	.
O=C(NN=Cc1ccccc1O)C1CC1	5.8µM*	10µM*	.
COc1ccccc1NS(=O)(=O)c1cc(NC(=O)c2cccs2)ccc1N1CCCC1	5.8µM*	9.2µM*	0%
COc1ccc(NC(=O)Cn2c(=O)sc3ccccc32)c(OC)c1	-22%	-21%	5%
COC(=O)c1c(C)[nH]c(C(=O)COC(=O)CCc2ccc(OC)c(OC)c2)c1C	-3%	?	.
COc1cccc(CN2CCN(C(=O)c3oc4c(F)cccc4c3C)CC2=O)c1	-21%	-18%	.
Cc1cc(Nc2cc(Cl)cc(Cl)c2)nc(N)n1	?	10µM*	9%
C=CCOc1c(OC)cc(/C=N/Nc2cccc(C(=O)O)c2)c(Br)c1Br	16µM*	16µM*	3%
COc1ccc(CNC(=O)CCc2c(C)c3ccc(OC)c(C)c3oc2=O)cc1OC	-27%	-23%	9%
COCCNC(=O)c1sc2ncccc2c1-n1c(C)ccc1C	18µM*	?	5%
COC(=O)C(=Cc1ccccc1[N+](=O)[O-])C(=O)OC	8.2µM*	12µM*	10%
Cc1cc(NC(=O)c2ccc3sc([C@@H]4O[C@H](CO)[C@H](O)[C@H](O)[C@H]4O)nc3c2)no1	-1%	-1%	.
CCCCn1c(=O)c(CC(C)=O)nc2ccccc21	22%	-13%	6%
COc1ccc(C2=NOC(C3(S(=O)(=O)c4ccccc4)CC(O)C3)C2)cc1 (stereo not given)	-19%	-22%	.
O=C(N/N=C/c1ccc([N+](=O)[O-])cc1)c1cccnc1	-21%	-23%	.
